High-throughput results (PubChem BioAssay)
human PMI inhibitors: MPI inhibition at elevated mannose 6-phosphate – biochemical, fluorescence intensity, high mannose 6-phosphate, primary screen (AID 1220) | 190,000 tested, 0.66% active | recombinant PMI enzyme, coupled fluorescence intensity; higher % means a stronger effect | inhibition, % at 20 µM; hits with a dose series show IC50 in µM
Myeloid diff MLP: compounds promoting myeloid differentiation. ER-HoxA9 myeloid progenitors, lysozyme-GFP differentiation, flow cytometry. calls only at 10 µM. 360,000 tested, 1% active;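 active = normalized GFP-positive differentiation at or above the plate's own cutoff, the solvent-only control mean plus 3 SD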;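 note: cells exposed to compound for four days before flow analysis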
K1F lysis inhibition: inhibition of K1F phage lysis, E. coli UTI89, bacterial capsule biogenesis inhibitors, alamar blue (AID 488966) | one-dose inhibition, % at 100 µM; IC50 in µM for titrated hits | E. coli UTI89 K1F phage lysis, alamar blue, 2 h; higher % means a stronger effect | 340,000 tested, 0.02% active;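 active = phage lysis inhibition, versus mean bacterial control, above a set limit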;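 note: capsule biogenesis inhibitors block K1F phage lysis so surviving cells raise fluorescence; higher fluorescence means more inhibition of phage lysis; actives were called in the ten point dose series up to 300 µM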
ER stress rescue: protection against thapsigargin-triggered cell killing – 384-well, CSM14.1, ATP luminescence, primary screen (AID 1222); 190,000 tested, under 10 active; one-dose cellular ATP content (survival), % at 20 µM; EC50 in µM for titrated hits; CSM14.1 thapsigargin-induced death rescue, ATP luminescence; higher % means a stronger effect;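 active = EC50 below 50 µM in the dose-response confirmation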;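 note: death triggered by thapsigargin at about 15 µM added after 2 h compound pretreatment; cell ATP read after overnight thapsigargin exposure of roughly 18 to 22 hours; normalized against plate controls of thapsigargin alone and 5% DMSO vehicle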
P. falciparum M1AAP: P. falciparum M1AAP inhibitors, biochemical, fluorogenic H-Leu-NHMec substrate, 1536-well (AID 1445). recombinant M1AAP, H-Leu-NHMec fluorogenic kinetic assay; higher % means a stronger effect. inhibition, % at 30 µM, or IC50 in µM where a hit was titrated. 220,000 tested, 0.42% active;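 active = primary inhibition above the hit cutoff, then over 50% inhibition at one or more dose response concentrations, cut at about 23% in these data, passing the limit was not always enough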;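 note: plate controls were DMSO full reaction for no effect and no enzyme background for full effect; strong numbers were not always called active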
TNAP activation fold: human TNAP enzyme activators, primary screen, biochemical, luminescent, no phosphate acceptor, uHTS (AID 1001) | 200,000 tested, 0.03% active | one-dose activation fold at 20 µM; EC50 in µM for titrated hits | purified TNAP, luminescent activation assay, no phosphate acceptor; higher activation fold means a stronger effect; in the data active = activation fold from about 3, or a potency from the dose series; inactive = the rest, 99 in 100 with activation fold below about 1.6; note: many of its hits are not listed in these tables
Hep lipid drop: hepatic lipid droplet formation modulation | AML12 mouse hepatocytes, oleate lipid droplets, BODIPY imaging | inhibition, % at 6.5 µM | 240,000 tested, 0.4% active;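 active = lipid droplet intensity inhibited by at least 50%, with more than 500 cells counted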
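Material – AML12 mouse liver cells · Also added – oleate loading, 100 µM · Compound dosing – 6.5 µM single-point dosing · Times – overnight treatment with compound plus oleate · Measured by – fluorescence imaging, 20x objective, two fields per well · Read-out – percent inhibition of filter-corrected integrated lipid droplet intensity per well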
PMI inhibitors: MPI enzyme activity inhibition – biochemical, fluorescence intensity, coupled assay, primary screen (AID 1209) | inhibition, % at 20 µM; hits with a dose series show IC50 in µM | 190,000 tested, 0.42% active | purified PMI enzyme, coupled fluorescence intensity; higher % means a stronger effect;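 note: plate controls were DMSO vehicle for no effect and wells lacking substrate for full effect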
WT yeast gro inh: growth inhibition of WT yeast, mitochondrial fusion screen; inhibition, % at 10 µM; mitochondrial fusion phenotypic screen, WT strain; 190,000 tested, 2.1% active; in the data active = inhibition above about 58%; tested in S. cerevisiae
WT yeast gro inh mutant strain: recorded beside WT yeast gro inh, whose call it bears; inhibition, %; mitochondrial fusion phenotypic screen, mutant strain inhibition
Hep lipid drop cells 6.5 µM: second read-out of Hep lipid drop, no call of its own (marks repeat the call); cell count; measured here: cell count, cytotoxicity flag;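 cells counted across two imaged fields per well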
Myeloid diff MLP GFP+ MAC1+ %: further read-out of Myeloid diff MLP, marked with its call; GFP+ MAC1+ double positive, %; measured here: differentiation confirmed by MAC1 staining
* hit, by the source's call; i = inactive; . = no result given; + = active, no number; [ ] = dose if it differs, or a comment. Cut-off read from the data, not from the text of the source, unless noted: active = inhibition above about 50%; inactive = the rest.

SMILES	human PMI inhibitors	Myeloid diff MLP	Myeloid diff MLP GFP+ MAC1+ %	K1F lysis inhibition	ER stress rescue	P. falciparum M1AAP	TNAP activation fold	Hep lipid drop	Hep lipid drop cells 6.5 µM	PMI inhibitors	WT yeast gro inh	WT yeast gro inh mutant strain
Cc1nnsc1SC(C)C(=O)O (stereo unspecified)	-7%	i	1.1	0.0%	3.2%	0%	1	.	.	65%*	18	-6
O=C(Cc1ccccc1)NNC(=S)Nc1ccc(Cl)cc1	5%	i	0.6	1.0%[50 µM]	-2.1%	-18%	2.3	.	.	6%	22	15
Oc1c(Cl)cc(Cl)cc1C=Nc1cc(C(F)(F)F)ccc1N1CCc2ccccc2C1	.	i	0.7	-0.1%	.	3%	.	-2	652	.	.	.
CCCCOC(=O)Nc1cccc(C(C)=O)c1	10%	i	2.1	0.6%	1.9%	0%	1.1	.	.	11%	-9	-17
Nc1c(C(=O)Nc2ccc(F)cc2)sc2nc(-c3ccco3)ccc12	47%	i	0.4	0.2%	1.0%	5%	1	.	.	14%	-38	-42
COCCCNC(=S)NNC(=O)c1ccc2c(c1)OCO2	2%	i	0.5	1.2%	-0.4%	-4%	1.2	.	.	2%	19	1
COc1ccc(C2C(C#N)=C(N)Oc3cc(C)n(CCN4CCOCC4)c(=O)c32)cc1OC (stereo unspecified)	0%	i	2.8	-0.1%	5.6%	0%	1.1	19	793	5%	8	-2
NC(=O)C1(N2CCCCC2)CCN(C(=O)CSc2nc(C(F)(F)F)cc(=O)[nH]2)CC1	-17%	i	0.7	0.6%	.	-2%	1.1	-5	706	-9%	3	19
Fc1ccc(-c2nc3c(-c4ccc(F)cc4)cnn3cc2CCN2CCOCC2)cc1	-4%	i	0.0	0.5%	0.0%	0%	1.1	6	731	12%	17	4
CN1C(=O)Cn2c1nc1ccccc12	-10%	i	0.5	4.0%	1.9%	2%	1.1	.	.	-6%	4	4
COc1cc(CC(=O)Nc2cc(S(C)(=O)=O)ccc2Cl)cc(OC)c1OC	-9%	i	0.3	0.8%	-3.3%	-2%	0.9	-1	689	-17%	0	27
CN(C)C(CNC(=O)c1cccc(C#N)c1)c1ccco1 (stereo unspecified)	4%	i	0.3	0.3%	0.1%	0%	1	-14	695	-7%	-4	6
c1ccc(Cn2nnnc2CN2CCN(c3ncccn3)CC2)cc1	-4%	i	1.6	4.0%	-0.5%	-2%	1.1	2	727	5%	-4	-24
COc1ccc(Br)cc1/C=N/Nc1cccc(C(=O)O)c1	-77%	i	1.2	-13%	-1.4%	7%	1.2	-15	603	-40%	-8	0
COc1ccc(CC(=O)OCCN(C)C)cc1	-3%	i	0.5	2.7%	-1.2%	-1%	1.1	13	774	2%	4	9
O=[N+]([O-])C(/C=C(/Cl)[N+](=O)[O-])=C(N1CCCCC1)N1CCCCC1	.	i	0.7	-0.2%	.	11%	.	-21	705	.	.	.
Cc1cc(-c2ccccc2)c2c3c(c(-c4ccccc4)n2n1)c(=O)n(C)c(=O)n3C	-4%	i	7.1	0.1%	2.5%	-5%	1	.	.	19%	-4	5
COc1ccc2c(c1)c1ncn(CCc3ccccc3)c(=O)c1n2C	1%	i	7.4	4.2%	2.8%	5%	1	-6	743	0%	24	22
OC(COCCOc1ccc(Br)cc1)CN1CCN(Cc2ccccc2)CC1 (stereo unspecified)	-20%	i	0.1	6.5%	-1.3%	1%	1.1	-23	648	-21%	44	52
CSc1nc(-c2ccccc2)cn1-c1ccc(NC(C)=O)cc1	-72%	i	0.1	0.3%	2.3%	10%	1.1	1	697	-47%	18	-4
O=C(O)C1CCCN1S(=O)(=O)c1ccccc1 (stereo unspecified)	-1%	+	2.0*	-0.2%	0.3%	-5%	1.1	-4	663	-3%	-10	-6
Cc1cc(NC(=O)CSc2nc3c(c(-c4cccnc4)c2C#N)CCC3)no1	-4%	i	2.5	0.2%	1.1%	4%	1.5	2	730	1%	-2	-7
S=c1[nH]nc(CSCCOc2ccc(Cl)cc2Cl)o1	.	i	0.9	-1.1%	.	-2%	.	-5	752	.	.	.
c1cnc(-c2noc(CN3CCN(C4C5CC6CC(C5)CC4C6)CC3)n2)cn1 (stereo unspecified)	10%	i	0.1	0.3%	-2.2%	.	1	-1	688	12%	-8	-6
Cc1ccc(N2C(=O)C(c3c(C)[nH]n(-c4ccccc4)c3=O)(C(F)(F)F)C3=C2CC(C)(C)CC3=O)cc1 (stereo unspecified)	16%	i	0.8	0.1%	1.4%	19%	1.1	-4	741	18%	33	3
Cc1ccc(N2C(=O)/C(=C/c3cccnc3)SC2=S)cc1	2%	i	0.2	3.3%[50 µM]	-4.9%	10%	1	-2	619	-4%	-1	-3
CC(Oc1ccccc1)C(=O)NC1C(=O)N2C1SC(C)(C)C2C(=O)O (stereo unspecified)	2%	i	0.3	0.4%	-0.6%	10%	1.1	21	676	6%	-4	9
C/C(=N\Nc1nc(N2CCOCC2)nc(N2CCOCC2)n1)c1cccs1	0%	i	0.6	-0.4%	-0.9%	7%	1.1	-12	708	1%	-6	-14
Cc1ccc(CNC(=O)Cc2nc3nc(C)cc(C)n3n2)cc1	-8%	i	3.6	1.6%[50 µM]	-0.7%	2%	1.1	-12	604	0%	-5	15
COc1ccc(C(=O)NC(=S)N2CC(C)OC(C)C2)cc1 (stereo unspecified)	-4%	i	0.1	0.9%[50 µM]	0.2%	1%	1.2	-4	675	-8%	-3	8
CCN(CC(=O)NCc1ccc(F)cc1)CC(=O)Nc1ccccc1-c1ccccc1	-4%	+	1.1*	0.5%	0.0%	2%	1.1	-39	713	-2%	-6	12
COc1ccc(CC2(CO)CCN(C(C)COc3ccccc3)CC2)cc1 (stereo unspecified)	.	i	0.2	1.7%	-3.2%	3%	1	-12	698	.	-7	-5
O=C(/C=C/Nc1ccc(F)cc1F)c1ccco1	-3%	i	0.5	-0.2%	-4.3%	10%	1.1	11	650	-7%	-8	11
CCOC(=O)c1ccccc1NC(=O)CSc1nc(N)cc(=O)[nH]1	.	i	0.5	-0.1%	.	4%	.	19	752	.	.	.
CCCCNC(=O)[C@H](CSCc1ccccc1)N1Cc2ccccc2C1=O	20%	i	3.3	-1.0%	-1.4%	2%	1.1	-21	801	16%	-7	-15
Cc1ccccc1OC/C(O)=C(\C#N)c1nc2ccccc2[nH]1	8%	i	1.0	0.8%	3.4%	-4%	1.1	.	.	6%	5	1
O=C(Nc1cc2c(oc1=O)CCCC2=O)c1cccc(Cl)c1	-10%	i	0.2	0.2%	1.1%	5%	1	.	.	-17%	0	18
Cn1nc(CC(=O)Nc2ccc3c(c2)OCCO3)c2ccccc2c1=O	4%	i	0.7	0.1%	.	-1%	1.2	-55	619	7%	3	10
CCOC(=O)N1CCN(C(=O)C2CCCN(c3nc4ccc(OCC)cc4s3)C2)CC1 (stereo unspecified)	3%	i	1.8	-1.6%	-2.3%	-1%	0.9	-3	602	9%	30	16
CN(C)CCNC(=O)c1ccc(CS(=O)(=O)c2c(Cl)cccc2Cl)o1	3%	i	1.5	-0.9%	1.5%	8%	1.1	.	.	-2%	7	6

Looked up by compound from above (6):
SMILES	human PMI inhibitors	Myeloid diff MLP	Myeloid diff MLP GFP+ MAC1+ %	K1F lysis inhibition	ER stress rescue	P. falciparum M1AAP	TNAP activation fold	Hep lipid drop	Hep lipid drop cells 6.5 µM	PMI inhibitors	WT yeast gro inh	WT yeast gro inh mutant strain
OC(COCCOc1ccc(Br)cc1)CN1CCN(Cc2ccccc2)CC1 (stereo unspecified)	-20%	i	0.1	6.5%	-1.3%	1%	1.1	-23	648	-21%	44	52
COc1ccc(C2C(C#N)=C(N)Oc3cc(C)n(CCN4CCOCC4)c(=O)c32)cc1OC (stereo unspecified)	0%	i	2.8	-0.1%	5.6%	0%	1.1	19	793	5%	8	-2
CCN(CC(=O)NCc1ccc(F)cc1)CC(=O)Nc1ccccc1-c1ccccc1	-4%	+	1.1*	0.5%	0.0%	2%	1.1	-39	713	-2%	-6	12
c1cnc(-c2noc(CN3CCN(C4C5CC6CC(C5)CC4C6)CC3)n2)cn1 (stereo unspecified)	10%	i	0.1	0.3%	-2.2%	.	1	-1	688	12%	-8	-6
Nc1c(C(=O)Nc2ccc(F)cc2)sc2nc(-c3ccco3)ccc12	47%	i	0.4	0.2%	1.0%	5%	1	.	.	14%	-38	-42
O=C(Nc1cc2c(oc1=O)CCCC2=O)c1cccc(Cl)c1	-10%	i	0.2	0.2%	1.1%	5%	1	.	.	-17%	0	18

Going on with the list.
SMILES	human PMI inhibitors	Myeloid diff MLP	Myeloid diff MLP GFP+ MAC1+ %	K1F lysis inhibition	ER stress rescue	P. falciparum M1AAP	TNAP activation fold	Hep lipid drop	Hep lipid drop cells 6.5 µM	PMI inhibitors	WT yeast gro inh	WT yeast gro inh mutant strain
COc1ccc(CCNC(=O)c2c(-c3ccccc3)noc2C)cc1OC	17%	i	1.1	2.4%	0.7%	1%	1	.	.	8%	3	-15
CCOc1ccc(Nc2ncnc3c2cnn3Cc2ccccc2)cc1	2%	i	1.8	4.6%	-0.5%	4%	1.1	.	.	11%	7	-2
CCOc1ccc(CNc2ccc(S(N)(=O)=O)cc2)cc1	-8%	i	0.1	-1.7%	-1.2%	11%	1.2	-6	637	-4%	11	6
Cc1n[nH]c(=O)nc1Nc1ccc(O)cc1	-3%	i	7.3	-1.1%	-0.7%	1%	1.2	0	755	0%	27	23
Cc1cc(C)cc(-n2c(C)cc(/C=N/NC(=O)CSc3ncccn3)c2C)c1	19%	i	0.9	-0.3%	-4.6%	9%	1.3	.	.	20%	5	-4
COCCN(CCOC)c1ncnc2c1cnn2-c1ccccc1	.	i	1.5	0.2%	.	1%	.	7	720	.	14	5
